CFTR F508del cor = F508del CFTR correction, initial screen, CFBE line, single point; actives 0.36% (n = 350,000); AID 720511, 2013; CFBE cells, YFP halide quenching; stimulated with forskolin plus potentiator P3; % fluorescence drop versus neutral controls; activity (quench increase), % at 7.58 µM;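 active = mean added fluorescence quench of at least 8% versus neutral control, with both replicates also reaching 8%; inconclusive = only one of the mean or replicate conditions met; inactive = mean below 8% and not both replicates reaching 8%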;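 also: cells transiently co-express mutant CFTR-F508del with the halide-sensitive YFP; corrector assay measuring rescue of mutant channel to the surface after 24 h compound exposure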
INS-1E GSIS act = GLuc luminescence reporter in INS-1E cells, primary screen for activators of glucose-dependent secretion of insulin; INS-1E GLuc reporter insulin secretion, 2-3 h; activation, % at 16.6 µM; actives 0.61% (n = 370,000); AID 743287, 2014;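 active = lowest replicate activation of at least 40%, so every replicate reaches that level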;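 also: 0% = median of neutral control wells and 100% = median of IBMX positive control wells; some compounds called inactive have numbers as strong as hits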
FN deposition inh = inhibitors of fibronectin matrix deposition, primary screen, AH1F cells, Alexa488-fibronectin fluorescence, plate reader; AH1F fibroblasts, overnight; inhibition, % at 12.6 µM; actives 0.086% (n = 350,000);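 active = mean inhibition across replicates of 30% or more, regardless of how many single replicates reach that level; inconclusive = mean under 30% yet at least half of replicates reach 30%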;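 also: positive control wells lacked labelled fibronectin entirely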
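Assay system: AH1F fibroblasts assembling fluorescent fibronectin matrix; Amount: 10000 AH1F cells per well; Buffer or medium: DMEM, 2% serum; Probe or stimulus: Alexa488-fibronectin, 24 nM final in well; Doses: single compound dose, delivered by pin transfer; Incubation: 1 h adhesion, overnight exposure; Measured by: fluorescence 485/525 nm; Read-out: fibronectin deposition inhibition.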
PAX8 reporter = inhibitors of PAX8-driven TPO luciferase reporter, primary screen, RMG-I cells, single concentration; SteadyGlo, 24 h; inhibition, % at 12.6 µM; actives 1.2% (n = 360,000); AID 652154, 2013;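 active = mean replicate inhibition at least 60% with every replicate also reaching 60%; inconclusive = only one of the two criteria is met; inactive = mean below 60% and not all replicates reaching 60%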;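 also: luciferase light reporting Pax8 driven TPO promoter activity; plate controls were median of neutral control wells for no effect and mitoxantrone controls for full effect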
EWS-Fli block = EWS/Fli-driven NR0B1 reporter inhibitors, primary screen, A673 cells, NR0B1 luciferase, luminescence, MLPCN library. inhibition, % at 12.6 µM. viability-normalised. actives 0.67% (n = 350,000). AID 651661, 2012;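 active = mean inhibition of at least 50% after viability correction, with every replicate also passing that limit; inconclusive = mean reaches 50% but only one of two replicates passes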;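 also: firefly luciferase signal divided by Alamar Blue viability fluorescence both relative to DMSO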
miR122 inh = miR-122 Renilla sensor signal increase in Huh7, primary screen, miR-122 inhibitor project, cell-based, single point, plate reader | Huh7 miR-122 Renilla luciferase sensor, 48 h; neutral wells = 0, positive control = 100 | activation (reporter increase), % at 12.5 µM | actives 0.3% (n = 340,000);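 active = mean replicate activation score at least 90 and every replicate individually at or above 90; inconclusive = only one of the two criteria met; inactive = neither criterion met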;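 also: higher luciferase means less miR-122 activity so hits act as miR-122 inhibitors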
DENV2 CPE rescue = inhibitors of DENV2 cytopathic effect, primary screen, cell-based, plate reader, single concentration. DENV2-infected cells, cytopathic effect rescue. actives 1.7% (n = 350,000). AID 651640, 2012. CPE inhibition, % at 9.99 µM; in the data active = CPE inhibition above about 20%, passing the limit was not always enough; inconclusive = no clear call, values can overlap the other calls; tested in BHK-21 cells;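 also: 0% = median of neutral control wells and 100% = median of positive control wells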
An asterisk follows results filed as active; ? = inconclusive; · = not tested or not shown; [ ] = dose if it differs, or a comment.

SMILES	CFTR F508del cor	INS-1E GSIS act	FN deposition inh	PAX8 reporter	EWS-Fli block	miR122 inh	DENV2 CPE rescue
CCOC(=O)C1C(=O)OC(C)(C)C1C(CC)C(=O)c1ccccc1 (stereo not drawn)	1.4	4	2	0	3	·	-5
O=C(NCc1ccc2c(c1)OCO2)C(=S)N1CCOCC1	-0.9	27	6	-6	-4	-3	-3
CCOC(=O)C1CCN(C(=O)CCNC(=O)Cn2ccc3ccccc3c2=O)CC1	·	11	12	15	·	-3	·
O=[N+]([O-])c1cc(S(=O)(=O)/N=C(/c2ccccc2)N2CCOCC2)ccc1Cl	-1.1	5	2	21	-19	·	-9
C/C(=N\NC(=O)C12CCC(C)(C(=O)O1)C2(C)C)c1ccccc1O (stereo not drawn)	3.4	-27	5	9	10	-9	-5
COc1ccccc1CCNC(=O)c1ccc2nc[nH]c2c1	-2.0	0	10	-18	-9	-3	-3
CCn1c(=O)n(CC)c2cc(S(N)(=O)=O)ccc21	-0.8	15	-9	-17	-1	11	0
Cc1cccc(NC(=O)c2ccc3nccnc3c2)n1	1.3	-3	-2	-83	·	-3	?
Cc1ccc2nc(CSc3nnc(-c4ccncc4)n3C)cc(=O)n2c1	3.1	-3	-1	-6	-2	·	-3
COc1ccc(S(=O)(=O)NCCC(=O)NC(C)c2ccccc2)cc1 (stereo not drawn)	·	22	4	·	·	-2	·
Cc1ccc(NC(=S)N(CCN(C)C)Cc2cc3cc(C)cc(C)c3[nH]c2=O)cc1	·	-14	3	-7	-1	·	-3
COCCSc1nnc(NC(=O)c2cc(OC)c(OC)cc2[N+](=O)[O-])s1	-2.3	13	-4	12	-7	·	3
CN1[C@@H]2Cn3c(ccc(C4=CCCCC4)c3=O)[C@H]1[C@@H](C(=O)NCc1cccc(F)c1)[C@@H]2CO	0.1	5	·	-12	-3	5[16.7 µM]	·
CN(C)/C=C(\c1cnc(Cl)s1)S(=O)(=O)c1ccccc1	0.1	11	2	-1	7	·	·
CCCCn1c(SCC(=O)N2CCOCC2)nnc1-c1cccs1	-2.0	7	·	·	-1	·	5
Cc1cccc(C)c1OCCOC(=O)c1cccc(S(=O)(=O)N2CCOCC2)c1	-6.8	·	-2	4	-7	5	?
CCOc1ccc2nc(NC(=O)CN3CCOCC3)sc2c1	1.5	-11	-2	-8	-16	8	-7
O=C1CC(c2ccccc2)CN1C(=O)c1cccc([N+](=O)[O-])c1 (stereo not drawn)	·	-6	-1	-9	·	-1	·
O=C(CCCOc1ccc(Cl)cc1Cl)Nc1nnc(C2CC2)s1	-1.0	-2	·	-15	·	-3	13
C[C@H](CO)N1C[C@H](C)[C@H](CN(C)C(=O)C2CCC2)Oc2ncc(-c3cccnc3)cc2C1=O	-0.6	7	·	·	2	5[16.7 µM]	-4
O=C(Nc1cccc(Cl)c1)N1C[C@H]2[C@@H](c3ccccc31)[C@H](CO)N2CC1CCCCC1	1.7	-18	·	40	6	-3[16.7 µM]	-32
CN(C)C(=O)c1cccc(-c2ccc3c(c2)[C@H]2[C@H](CCN2C(=O)c2ccccc2F)[C@H](CO)N3)c1	2.4	8	-8	-17	2	31[16.7 µM]	8
COc1ccc(-c2csc(NC(=O)C3CSC4(C)CCC(=O)N34)n2)cc1 (stereo not drawn)	-1.4	8	7	-18	-2	·	0
COc1nc(N)c(S(=O)(=O)c2ccccc2)cc1C#N	·	44	10	·	·	0	·
CC(C)NC(=O)N(C)C[C@H]1OCc2cn(nn2)CCCC(=O)N([C@H](C)CO)C[C@H]1C	-2.0	-2	-13	8	7	-6[16.7 µM]	·
C[C@H](NC(=O)[C@@H]1Cc2ccccc2CN1)C(=O)NC1CCCC1	0.2	-5	-9	-5	2	0	-1
CN1CCCCN2[C@H](C1)[C@H](c1ccc(-c3ccccc3)cc1)[C@@H]2CO	-2.7	-1	·	-7	-15	13[16.7 µM]	20
CO[C@H]1CN(C)C(=O)c2ccc(NC(=O)Nc3ccc(Cl)cc3)cc2OC[C@@H](C)NC[C@H]1C	0.3	-4	8	·	0	-6[16.7 µM]	·
Cc1ccccc1OCC(=O)Nc1ccccc1C(=O)N1CCCCC1	2.3	22	·	-25	-6	4	3
O=C(CN1c2cccc3cccc(c23)S1(=O)=O)Nc1ccc(S(=O)(=O)N2CCOCC2)cc1	·	-18	·	1	·	6	·
O=C(C[C@@H]1C[C@@H]2c3cc(NC(=O)Nc4ccccc4F)ccc3O[C@@H]2[C@@H](CO)O1)NCc1ccc(Oc2ccccc2)cc1	1.4	3	-5	-1	-1	2[16.7 µM]	13
COc1cc2c(cc1OC)C(CNC(=O)C=Cc1cc(OC)c(OC)c(OC)c1)C2 (stereo not drawn)	-4.9	-10	-4	8	11	3	1
O=C(O)c1ccc(F)c(S(=O)(=O)Nc2ccccc2)c1	·	·	0	0	·	3	·
C[C@@H]1CN([C@@H](C)CO)C(=O)Cc2cc(NS(=O)(=O)c3ccccc3)ccc2O[C@H]1CN(C)C(=O)Nc1ccc2c(c1)OCO2	-1.0	-3	·	-19	-67	7[16.7 µM]	·
C(=N\Nc1nc2ccccc2[nH]1)/c1cccc2cccnc12	-3.3	7	6	4	-1	-27	-10
CCc1ccc(NS(=O)(=O)c2ccc(C)c(C(=O)N3CCOCC3)c2)cc1	0.3	0	-3	-1	10	·	-2

Rewritten field by field: 3 of the compounds above
C[C@H](NC(=O)[C@@H]1Cc2ccccc2CN1)C(=O)NC1CCCC1
- CFTR F508del cor: 0.2
- INS-1E GSIS act: -5
- FN deposition inh: -9
- PAX8 reporter: -5
- EWS-Fli block: 2
- miR122 inh: 0
- DENV2 CPE rescue: -1
CN1CCCCN2[C@H](C1)[C@H](c1ccc(-c3ccccc3)cc1)[C@@H]2CO
- CFTR F508del cor: -2.7
- INS-1E GSIS act: -1
- FN deposition inh: ·
- PAX8 reporter: -7
- EWS-Fli block: -15
- miR122 inh: 13[16.7 µM]
- DENV2 CPE rescue: 20
CO[C@H]1CN(C)C(=O)c2ccc(NC(=O)Nc3ccc(Cl)cc3)cc2OC[C@@H](C)NC[C@H]1C
- CFTR F508del cor: 0.3
- INS-1E GSIS act: -4
- FN deposition inh: 8
- PAX8 reporter: ·
- EWS-Fli block: 0
- miR122 inh: -6[16.7 µM]
- DENV2 CPE rescue: ·

In another format: entries from further up.
> CN1CCCCN2[C@H](C1)[C@H](c1ccc(-c3ccccc3)cc1)[C@@H]2CO
  CFTR F508del cor: -2.7; INS-1E GSIS act: -1; FN deposition inh: ·; PAX8 reporter: -7; EWS-Fli block: -15; miR122 inh: 13[16.7 µM]; DENV2 CPE rescue: 20
> O=C(C[C@@H]1C[C@@H]2c3cc(NC(=O)Nc4ccccc4F)ccc3O[C@@H]2[C@@H](CO)O1)NCc1ccc(Oc2ccccc2)cc1
  CFTR F508del cor: 1.4; INS-1E GSIS act: 3; FN deposition inh: -5; PAX8 reporter: -1; EWS-Fli block: -1; miR122 inh: 2[16.7 µM]; DENV2 CPE rescue: 13

Later entries.
SMILES	CFTR F508del cor	INS-1E GSIS act	FN deposition inh	PAX8 reporter	EWS-Fli block	miR122 inh	DENV2 CPE rescue
CC(CC(=O)Nc1cccnc1)c1ccccc1 (stereo not drawn)	-0.7	12	·	-69	-5	1	5
COc1ccc(C(=O)NC(C(=O)NCCc2ccc3c(c2)OCCO3)C(C)C)cc1 (stereo not drawn)	-1.5	2	·	2	-3	·	8
O=C(C[C@H]1CC[C@@H]2[C@H](COC[C@H](O)CN2C(=O)Nc2cc(Cl)cc(Cl)c2)O1)N1CCCCC1	-2.1	-15	-13	-7	-9	2[16.7 µM]	-3
CCOc1ccc(NC(=O)NNC(=O)c2ccc3ccccc3c2O)cc1	-5.2	24	-2	9	1	·	18
O=C(Cc1ccccc1)NCC1COc2ccccc2O1 (stereo not drawn)	-1.2	10	·	·	-5	·	-3
C[C@H]1CN([C@@H](C)CO)C(=O)Cc2cc(NC(=O)Nc3ccc4c(c3)OCO4)ccc2O[C@H]1CN(C)Cc1ccc2c(c1)OCO2	-0.7	-17	·	2	1	1[16.7 µM]	3
COC(=O)[C@@]12C[C@@H](CC(=O)NCc3ccc(OC)c(OC)c3)C(=O)N(CCc3ccc(OC)c(OC)c3)C1=CCC(C)(C)C2	3.0	-21	·	2	3	·	-3
CN(c1ccccc1)S(=O)(=O)c1cc(C(=O)Nc2nc3ccccc3[nH]2)ccc1Cl	·	-16	8	24	·	·	·
Cc1cccc(OC(C)C(=O)Nc2nc(-c3cccnc3)cs2)c1 (stereo not drawn)	2.8	·	-1	23	8	16	7
CC(C)Oc1ccc(S(=O)(=O)N2CCCCC2)cc1NC(=O)CN1C(=O)NC2(CCCC2)C1=O	-4.4	-24	1	6	1	-3	-12
CC/S(=N\S(=O)(=O)c1ccc(C)cc1)c1ccccc1 (stereo not drawn)	0.0	14	5	8	-8	-3	6
CC(Nc1nc(-c2ccc(F)cc2)cs1)c1nc2cc(Cl)c(N3CCCCC3)cc2n1CCOCCO (stereo not drawn)	-1.1	-5	-4	9	6	-13	·
CCOC(=O)c1cc(C(=O)NCc2ccc(Cl)cc2Cl)nn1C	·	·	3	14	-11	·	-2
CC12CC(=O)C3C(CCC4=CC(=O)CCC43C)C1CC=C2CC(=O)O (stereo not drawn)	0.2	·	0	1	1	·	-10
COc1ccc(/C=C/CN2CCC(n3nccc3NC(=O)C3CC3)CC2)cc1	0.4	-5	-10	-1	·	-4	4
Cc1ccc(S(=O)(=O)n2cccc2CO)cc1	3.0	-38	-4	4	2	3	·
CNC[C@@H]1Oc2c(NC(=O)c3ccc(-c4nccs4)cc3)cccc2C(=O)N([C@H](C)CO)C[C@H]1C	-2.8	6	2	-26	-1	-4[16.7 µM]	1
CCOc1ccc2nc(SCC(=O)N(C)C)[nH]c2c1	·	·	0	-152	·	-6	·
COc1ccccc1NC(=O)N1C[C@@H](O)COC[C@H]2O[C@@H](CC(=O)NCCc3ccncc3)CC[C@@H]21	-0.8	14	7	39	-10	-8[16.7 µM]	-4
Cc1cc(N2C(=O)C(O)=C(C(=O)c3cc4ccccc4o3)C2c2cccs2)no1 (stereo not drawn)	3.5	28	-4	10	·	-9	6
O=C(O)c1ccc(NCc2cccs2)cc1	3.6	4	14	0	12	1	0
CC(C)C[C@H]1COCn2nncc2CC[C@H](Cc2ccccc2)C(=O)N1	·	-1	-9	0	-3	·	-1
Cc1ccc(N2C(=O)CC(c3ccsc3)C3=C2CC(C)(C)CC3=O)cc1 (stereo not drawn)	·	·	-1	-13	·	50	·
Nc1ccccc1-c1nc2ccccc2c(=O)o1	0.0	-3	2	4	11	5	7

Structures from the list above that have two or more sulfur atoms, in the order listed:
SMILES	CFTR F508del cor	INS-1E GSIS act	FN deposition inh	PAX8 reporter	EWS-Fli block	miR122 inh	DENV2 CPE rescue
COCCSc1nnc(NC(=O)c2cc(OC)c(OC)cc2[N+](=O)[O-])s1	-2.3	13	-4	12	-7	·	3
CN(C)/C=C(\c1cnc(Cl)s1)S(=O)(=O)c1ccccc1	0.1	11	2	-1	7	·	·
CCCCn1c(SCC(=O)N2CCOCC2)nnc1-c1cccs1	-2.0	7	·	·	-1	·	5
COc1ccc(-c2csc(NC(=O)C3CSC4(C)CCC(=O)N34)n2)cc1 (stereo not drawn)	-1.4	8	7	-18	-2	·	0
O=C(CN1c2cccc3cccc(c23)S1(=O)=O)Nc1ccc(S(=O)(=O)N2CCOCC2)cc1	·	-18	·	1	·	6	·
CC/S(=N\S(=O)(=O)c1ccc(C)cc1)c1ccccc1 (stereo not drawn)	0.0	14	5	8	-8	-3	6

Screening results deposited in PubChem BioAssay by Broad Institute.
